CDK5 p35 inh – blocks human CDK5/p35 kinase activity; Q00535+Q15078; Recombinant CDK5/p35, ADP-Glo luminescence, 60 min; inhibition, % at 10 µM; hit rate 0.01% among 330,000; AID 488839;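 active = highest replicate inhibition of at least 50% and at least 75% of replicates reaching 50%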;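 note: plate controls were DMSO neutral control for no effect and GW8510 at 10 µM for full effect; many of its hits are not listed in these tables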
Target sequence (Q00535 whole entry, looked up): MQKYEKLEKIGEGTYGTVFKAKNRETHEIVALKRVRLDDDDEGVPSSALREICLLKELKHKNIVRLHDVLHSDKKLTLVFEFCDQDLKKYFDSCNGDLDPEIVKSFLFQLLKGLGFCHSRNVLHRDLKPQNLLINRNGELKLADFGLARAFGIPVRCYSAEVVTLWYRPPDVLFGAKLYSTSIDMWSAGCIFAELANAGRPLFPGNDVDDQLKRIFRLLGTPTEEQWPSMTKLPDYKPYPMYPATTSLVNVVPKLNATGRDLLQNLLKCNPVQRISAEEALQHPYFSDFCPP
Target sequence (Q15078 whole entry, looked up): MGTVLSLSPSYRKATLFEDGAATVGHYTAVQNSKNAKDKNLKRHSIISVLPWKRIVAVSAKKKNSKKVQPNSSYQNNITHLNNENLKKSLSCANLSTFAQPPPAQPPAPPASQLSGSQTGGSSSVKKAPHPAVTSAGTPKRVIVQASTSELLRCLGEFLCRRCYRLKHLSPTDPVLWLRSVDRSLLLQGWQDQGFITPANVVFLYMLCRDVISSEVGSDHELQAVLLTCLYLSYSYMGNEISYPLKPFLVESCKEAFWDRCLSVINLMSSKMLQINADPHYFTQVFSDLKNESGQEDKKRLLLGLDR
SR-BI HDL uptake – blocks mouse SR-BI lipid uptake from DiI-HDL. Q61009. ldlA[mSR-BI] CHO cells, DiI-HDL uptake fluorescence, 3 h. inhibition, % at 12.5 µM. hit rate 0.96% among 320,000;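 active = mean replicate inhibition of at least 70% and a set share of replicates each scoring 70 or more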;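 note: 0% = median of neutral control wells and 100% = median of positive control wells; values of inactives mirror those of a sister screen read the other way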
Pemphigus Ab inh – human desmoglein-3 autoantibody binding inhibition; binding (percent of control), % at 10 µM; hit rate 0.48% among 310,000; DSG3-coupled beads, scFv-anti-DSG3-GFP binding, flow cytometry; stronger effect = lower value; AID 588358;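 active = binding more than 3 SD below its plate's average and above zero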;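 note: hits lower antibody fragment binding to DSG3; some compounds called inactive have numbers as strong as hits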
Mot1-301 SUMO – SUMOylation pathway inhibition by Mot1-301 growth rescue; S. cerevisiae Mot1-301 growth rescue, ATP luminescence, 38.5C; percent above DMSO median, 100 means doubled; growth rescue, % at 18.8 µM; hit rate 1% among 320,000;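 active = every valid replicate shows activation above 250% relative to neutral control wells; inactive = the rest, any valid replicate at or below 250%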;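 note: OY570 slx delta 5 strain wells were the positive control but not used for scaling; some compounds called inactive have numbers as strong as hits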
SR-BI DiI-HDL act – SR-BI HDL lipid transfer activation; CHO ldlA[mSR-BI] cells, DiI-HDL uptake fluorescence, 3 h; 100 = double the neutral-control signal; activation, % at 12.5 µM; hit rate 0.096% among 320,000;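 active = mean replicate activation of at least 60% and every replicate at or above 60%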;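 note: 0% = median plate neutral-control signal and 100% = twice that signal; values of inactives mirror those of a sister screen read the other way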
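Test system: SR-BI-overexpressing, LDLR-lacking CHO cells; Also added: labelled HDL, 10 µg/mL; Measured by: bottom-read cell fluorescence after medium removal, ex 550/em 595 nm; Timing: 3 h uptake period with compound, 37 °C; Buffer or medium: F12, 0.5% BSA, 25 mM HEPES; Doses: single compound concentration, delivered by pin transfer.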
PKA-R1A activ – activators of PKA-R1A complex | AID 504707 | hit rate 0.083% among 340,000 | activation, % at 11.4 µM | PKA-R1A dissociation, Cy5-IP20 fluorescence polarization; scaled: DMSO 0%, 113 µM cGMP 100% | P00514+P68181;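 active = percent activation above the mean of all tested compounds plus 3 SD, cut at about 19% in these data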;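 note: higher means more PKAc released from R1A so a rise in polarization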
PKA-R2B activ – activates the human PKA-R2B holoenzyme complex; PKA-R2B holoenzyme dissociation, Cy5-IP20 fluorescence polarization; R2B truncated from residue 108, S112A mutant; 0% DMSO only, 100% 113 µM cGMP; P22694+P31323; activation, % at 11.4 µM; AID 504700; hit rate 0.079% among 340,000;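 active = activation above a cutoff set at the mean over all compounds plus 3 SD, cut at about 18% in these data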;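 note: higher means more holoenzyme dissociation and a rise in polarization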
MITF TRPM1 HTS – MITF TRPM1 promoter activation in melanoma cells. SK-MEL-5 TRPM1-promoter luciferase, 24 h; % of positive control, neutral wells = 0. hit rate 0.75% among 300,000. activation, % at 12.5 µM. AID 588334;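 active = mean activation of at least 80% with every replicate also reaching 80%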;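 note: 0% = neutral control wells and 100% = parthenolide positive control wells; values of inactives mirror those of a sister screen read the other way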
Arrestin-AP2 inh – human beta-arrestin and AP2 interaction inhibition; FITC-arrestin peptide / GST-AP2 beads, flow cytometry; AP2 beta2 appendage carries R879A mutation; hit rate 0.31% among 340,000; AID 504490; inhibition, % at 10 µM;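 active = inhibition above a set limit, near 3 SD of compounds lacking own fluorescence, cut at about 54% in these data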;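 note: plate controls were DMSO wells for no effect and 5 µM unlabelled arrestin peptide for full effect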
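Test system: GST-tagged AP2 beta2-adaptin appendage (R879A) on 4 µm glutathione beads; also added: fluorescein-tagged arrestin peptide at 50 nM final; timing: 12 min plus 1 h, RT; signal: flow cytometry, FL1 (488/535 nm); read-out: percent drop in bead-associated FITC signal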
NSD2 inh – blocks human histone methyltransferase NSD2; O96028; NSD2 peptide methylation, AlphaScreen, 120 min; inhibition, % at 12.5 µM; hit rate 0.54% among 310,000; AID 743445; in the data active = inhibition above about 50%
dFosB act – activators of mouse delta FosB homodimer. purified delta FosB, TAMRA-CDK5 oligo fluorescence polarization; percent of positive-control signal above neutral wells. hit rate 0.99% among 340,000. activation, % at 25 µM. P13346. AID 493131;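 active = mean activation above about 17%, with every replicate also reaching it, limit read from the data, passing the limit was not always enough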;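 note: fluorescence polarization rise as delta FosB binds a TAMRA Cdk5 AP-1 oligo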
Target sequence (P13346 whole entry, looked up): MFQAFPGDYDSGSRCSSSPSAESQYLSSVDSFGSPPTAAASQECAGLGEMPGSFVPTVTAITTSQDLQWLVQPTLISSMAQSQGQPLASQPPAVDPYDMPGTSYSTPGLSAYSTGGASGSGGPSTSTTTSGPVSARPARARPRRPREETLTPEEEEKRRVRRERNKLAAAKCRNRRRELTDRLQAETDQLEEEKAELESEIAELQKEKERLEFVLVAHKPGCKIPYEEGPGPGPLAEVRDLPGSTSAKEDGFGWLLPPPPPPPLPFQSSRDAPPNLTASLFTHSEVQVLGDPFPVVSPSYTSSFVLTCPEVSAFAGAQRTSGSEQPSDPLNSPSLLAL
An asterisk follows results filed as active; i = inactive; . = not tested or not shown. Outcome played no part in choosing rows; overall some 4.7% were active at least once.

Values run as follows: CDK5 p35 inh | SR-BI HDL uptake | Pemphigus Ab inh | Mot1-301 SUMO | SR-BI DiI-HDL act | PKA-R1A activ | PKA-R2B activ | MITF TRPM1 HTS | Arrestin-AP2 inh | NSD2 inh | dFosB act
Cc1ccc(OCC(=O)Nc2nnn(C)n2)c(C)c1
    -0.1 | -21 | 97 | 13 | 21 | 9 | 3 | 17 | -7 | -1 | -1
CC1CCN(C(=O)c2cc3nc(-c4ccccc4)cc(-c4ccccc4)n3n2)CC1
    0.2 | 34 | 95 | -1 | -34 | 5 | -3 | 5 | -7 | -6 | -10
CC(C)(C)c1ccc(NC(=O)CSc2n[nH]c(=O)n2-c2cccnc2)cc1
    2.0 | 10 | 105 | -13 | -10 | 5 | 0 | 0 | -1 | -1 | -4
CCOC(=O)c1ccc(NC(=O)c2cc(S(=O)(=O)N3CCOCC3)cn2C)cc1
    -3.7 | 52 | 107 | -15 | -52 | -15 | -6 | . | -4 | . | -8
COC(=O)C1=C(N)Oc2cc(N(C)C)ccc2C1c1ccccc1OC (stereo not drawn)
    -0.1 | 8 | 105 | -4 | -8 | -3 | -7 | . | 4 | 6 | -4
CCN(CC)S(=O)(=O)c1ccc2c(c1)nc(CCC(=O)Nc1ccccc1Cc1ccccc1)n2CC
    -0.5 | 33 | 102 | -13 | -33 | -6 | -10 | -14 | 7 | . | -8
CCCCCCN(C(=O)CCCCCN1C(=O)NC(c2ccc([N+](=O)[O-])cc2)C(C(=O)OCc2ccccc2)=C1C)C(C(=O)NCCCC)C1CCCCC1 (stereo not drawn)
    -2.4 | -14 | 93 | . | 14 | -4 | 3 | -2 | 6 | . | -1
O=C(O)CSCCn1cccn1
    0.4 | -10 | 100 | -17 | 10 | -12 | 10 | . | -3 | 0 | 9
O=C(NCCc1ccccc1)C(=O)NCC1OCCCN1S(=O)(=O)c1cccs1 (stereo not drawn)
    1.4 | -6 | 106 | -9 | . | -10 | 3 | 6 | 1 | -6 | 0
CCOc1ccc(NC(=O)C2CCN(C(=O)C3CC(=O)N(c4ccc(C)cc4)C3)CC2)cc1 (stereo not drawn)
    0.3 | . | 97 | -6 | . | 0 | -4 | -12 | -3 | . | -8
O=C(c1cc(COc2ccc(F)cc2F)on1)N1C[C@H]2CC[C@H]1C2
    0.9 | -1 | . | -14 | 1 | 15 | 0 | 79 | 0 | -2 | -10
CCOC(=O)c1ccccc1NC(=O)Nc1ccc(OC)c(OC)c1
    0.4 | -5 | 106 | 3 | 5 | -3 | -4 | -10 | 12 | -9 | -2
CC(C)(C)c1ccc(OCCCNC2CCCC2)cc1
    0.5 | -3 | 101 | 23 | 3 | 5 | 6 | 1 | 52 | -2 | -4
CN(C)c1ccc(Nc2c3c4c(cccc4n(C)c2=O)C(=O)c2ccccc2-3)cc1
    2.9 | 100* | 100 | 21 | -83 | -5 | -11 | -38 | 64* | 14 | -8
Nc1nc(SCc2ccccc2Cl)ns1
    2.2 | 9 | 104 | -25 | -9 | 3 | -5 | 24 | -2 | -6 | 4
NS(=O)(=O)c1cccc(NC(=O)CSc2n[nH]c(-c3cccs3)n2)c1
    5.9 | -1 | . | 13 | 1 | -9 | -2 | -21 | -14 | 2 | 4
Fc1ccc(Br)cc1/C=N/n1cnnc1
    0.5 | -12 | 103 | 7 | 12 | -7 | -2 | 6 | 1 | 1 | -2
COc1ccc(N=C2C(=O)Nc3ccccc32)cc1
    0.8 | -21 | 97 | 2 | 21 | 2 | 1 | -2 | -8 | -5 | 2
Cc1ncc(COCc2ccccc2)c(CO)c1OCc1ccccc1
    -2.8 | 12 | 102 | . | -12 | -7 | -11 | 22 | -8 | -2 | -6
O=C(NCCN1CCOCC1)C1CCN(S(=O)(=O)N2CCCC2)CC1
    -0.2 | -3 | 97 | 643 | 3 | -5 | -2 | -7 | -9 | -2 | -5
NS(=O)(=O)c1ccc(CNS(=O)(=O)c2ccc3ccccc3c2)cc1
    0.1 | -13 | 102 | -2 | 13 | -3 | 2 | -1 | -13 | 0 | -7
COc1ccc(-c2cc(C(F)(F)F)nc(SCC(=O)NCc3cccs3)n2)cc1OC
    0.5 | 22 | 103 | -2 | -22 | 4 | -5 | 6 | 0 | 0 | -25
COc1ccc(-c2ccc3c(c2)C2CC3CCN2C(=O)C(C)(C)C)cc1 (stereo not drawn)
    0.8 | 17 | 98 | . | -17 | -12 | 1 | 7 | -1 | . | -5
CCc1cccc(C)c1NC(=O)CCCSc1nc2ccccc2s1
    2.9 | -12 | 115 | -2 | 12 | 3 | -8 | -14 | 8 | -3 | -6
Cc1cc(NC(=O)c2cc(-c3ccccc3)on2)no1
    0.1 | -4 | . | 44 | 4 | -7 | 9 | -8 | -12 | . | 2
O=C(NCCCN1CCCC1=O)C1CCC(CNS(=O)(=O)c2ccc(Cl)cc2)CC1 (stereo not drawn)
    0.8 | 3 | 109 | -4 | -3 | 11 | -5 | 6 | 0 | -2 | -3
O=C(CCC(=O)Nc1ccc(F)cc1)N/N=C/c1cccs1
    -2.2 | 5 | 110 | 545* | . | -1 | -1 | -4 | 7 | -1 | 0
COc1cc(CN2CCC(CO)(Cc3cccc(C(F)(F)F)c3)CC2)ccc1F
    0.2 | 9 | 100 | 143 | -9 | -12 | -10 | 9 | 34 | -6 | 2
O=C(CNC(=O)c1cccc(Cl)c1)N/N=C/C=C/c1ccccc1
    -4.5 | 16 | 122 | -12 | -16 | 6 | 3 | 2 | 8 | -3 | -12
Cc1ccc(NC(=O)c2cc3ccccc3oc2=N)cc1
    0.5 | -18 | 89 | 10 | 18 | 13 | 1 | -21 | -8 | -3 | 6
c1ccc(Cn2nc(-c3ccccc3)nc2-c2ccccc2)cc1
    -0.9 | 15 | 98 | -9 | -15 | -8 | -18 | 19 | 6 | -2 | -8
CC(C)N1C/C(=C/c2cccnc2)C(=O)/C(=C/c2cccnc2)C1
    -2.2 | 0 | 106 | . | 0 | -8 | -12 | -90 | 4 | 0 | -7
CC(=O)Nc1ccc(S(=O)(=O)NC(C(=O)O)C(C)C)cc1 (stereo not drawn)
    -0.7 | -2 | 102 | -3 | 2 | -2 | -1 | 5 | 5 | -2 | 5
O=C(NCCCn1ccnc1)C(=O)Nc1ccccc1
    -1.0 | -21 | 111 | -2 | 21 | -4 | -4 | 1 | 0 | 4 | -7
O=C(CCC(=O)NC12CC3CC(CC(C3)C1)C2)NC1CCCCC1
    -4.2 | -35 | 115 | -7 | 35 | -1 | 2 | . | 3 | -5 | 5
COc1ccccc1CN(C)C(=O)C(c1ccccc1)c1ccccc1
    -0.4 | 3 | 96 | 26 | -3 | -13 | 2 | 2 | -5 | 1 | -1
O=C(Cc1ccc(F)cc1)N1CCOCC1
    0.2 | 16 | 100 | -21 | -16 | -5 | -7 | 3 | 11 | -3 | -3
O=C(CSCc1ccc(F)cc1)Nc1ccc(N2CCOCC2)cc1N1CCOCC1
    -3.3 | 29 | . | 5 | -29 | 1 | -3 | -3 | 0 | 4 | -13
CC(=O)C1=C(O)C(=O)N(CCC(=O)O)C1c1cccc(F)c1 (stereo not drawn)
    1.3 | -11 | 112 | -9 | 11 | -6 | -7 | -5 | 16 | 0 | -3
COc1ccccc1-n1cnc2sc(-c3ccccc3)cc2c1=O
    -1.8 | 36 | 114 | 66 | -36 | -4 | 0 | 43 | -1 | 23 | -11
O=C(c1cccs1)N1CCN(C2CCN(Cc3ccccc3)CC2)CC1
    0.4 | -36 | 99 | 249 | 36 | 5 | 3 | -7 | 2 | 2 | -4
C=CCn1c(=O)c(C(C)=O)cn(N(C)c2ncc(C(F)(F)F)cc2Cl)c1=O
    -0.5 | -10 | 100 | 23 | 10 | 18 | 2 | -4 | 33 | 0 | -1
O=C(NCC1CCCO1)c1cccc(N2CCCC2=O)c1 (stereo not drawn)
    0.4 | 4 | 101 | 238 | -4 | 3 | 9 | 6 | 0 | -1 | 5
O=C(COC(=O)c1cc([N+](=O)[O-])ccc1N1CCOCC1)NCc1ccc(Cl)cc1Cl
    -0.6 | 19 | 102 | 10 | -19 | 0 | 5 | -7 | 10 | 2 | -6
CC(C)CNc1ncnc2[nH]ncc12
    2.2 | -10 | 111 | . | 10 | 1 | -3 | 0 | -6 | 0 | -10
O=S(=O)(/N=C(/Nc1ccccc1F)c1ccccc1)c1ccccc1
    0.1 | . | 107 | 4 | . | -9 | -1 | -14 | 29 | 15 | 2
C=CCNC(=S)N/N=C/c1ccc(C(F)(F)F)cc1
    0.0 | -7 | 104 | -24 | 7 | 3 | -2 | -12 | 13 | 2 | 2
OCCC1CN(Cc2cccn2-c2ccccn2)CCN1C1CCCC1 (stereo not drawn)
    -0.9 | -36 | 103 | -11 | 36 | -5 | -5 | -5 | 3 | 3 | -5
O=S1(=O)NC[C@]23C[C@H](c4ccc(F)cc4)[C@@H](C[C@@H]21)O3
    -0.6 | 11 | 106 | -16 | -11 | 3 | 0 | 7 | 0 | . | 4
Cc1cc(C)c(NC(=S)NC(NC(=O)c2ccccc2)C(Cl)(Cl)Cl)c(C)c1 (stereo not drawn)
    -1.8 | -2 | 119 | -11 | 2 | -6 | -13 | 4 | 11 | -1 | -2
CCn1c(N)c(C(=O)NCc2ccc3c(c2)OCO3)sc1=S
    -0.1 | 5 | 110 | i | -5 | -7 | 1 | -5 | -5 | 8 | -5
O=c1[nH]c(SCc2n[nH]c(=S)n2-c2ccccc2)nc2sc3c(c12)CCC3
    0.9 | -26 | 100 | 2 | 26 | -7 | 9 | -9 | 20 | -2 | -9
C(=C\n1nnc2ccccc21)/c1ccc[nH]1
    0.5 | 38 | 95 | 2 | -38 | 1 | 4 | 21 | 30 | . | -3
COc1ccc(S(=O)(=O)Nc2ccc(-n3cnnn3)cc2)cc1[N+](=O)[O-]
    -1.2 | 2 | 103 | 15 | -2 | -7 | -11 | -1 | -5 | 1 | 3

High-throughput results deposited in PubChem by several laboratories.
